beta cell repl: inducers of MIN6 beta-cell proliferation, primary screen, ATP luminescence, uHTS; MIN6 cells proliferation, ATPlite luminescence, 48 h; cells starved in 0.2% serum; 100% = growth in 10% serum; proliferation, % at 10 µM; 0.29% of 330,000 active; AID 2380, 2010;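 active means compounds whose signal lies at least 3.5 SD above the mean of all wells on their plate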;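 further: 0% = DMSO-treated cells in low-serum medium and 100% = 10% serum control; some compounds called inactive have numbers as strong as hits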
UBC13 polyUb: UBC13 polyubiquitin chain formation inhibitors, primary screen, biochemical, TR-FRET, uHTS; inhibition, % at 20 µM; 0.47% of 330,000 active; Ubiquitin-conjugating enzyme E2 N (Homo sapiens), P61088; in the data active means inhibition above about 45%, passing the limit was not always enough
Target sequence (P61088 whole entry, looked up): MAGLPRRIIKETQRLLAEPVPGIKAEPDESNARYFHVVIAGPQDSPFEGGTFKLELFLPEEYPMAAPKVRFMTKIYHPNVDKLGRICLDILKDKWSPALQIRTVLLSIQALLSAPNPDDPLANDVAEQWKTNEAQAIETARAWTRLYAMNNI
HKDC1 inh: HKDC1 hexokinase inhibitors, primary screen, biochemical, fluorescence, uHTS. Q2TB90. recombinant HKDC1, G6PDH/diaphorase resazurin coupled fluorescence. inhibition, % at 20 µM. 0.16% of 340,000 active;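 active means inhibition above about 35% when tested at 20 µM, limit read from the data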;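 further: plate controls were DMSO wells with enzyme for no effect and DMSO wells lacking enzyme for full effect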
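System: Recombinant HKDC1 hexokinase | Amount: HKDC1 at 5 µg/mL | Reagent: Glucose with 1 mM ATP | Doses: Single 20 µM dose | Incubation: Reaction time 90 min, room temperature, protected from light | Signal: Coupled resazurin fluorescence, excitation 525 nm, emission 613 nm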
SENP8 block-1: human SENP8 protease inhibitors, primary screen, biochemical, fluorescence, Nedd8 protein substrate, uHTS | AID 602440, 2012 | 0.64% of 360,000 active | recombinant SENP8 | inhibition, % at 20 µM | Sentrin-specific protease 8 (Homo sapiens), Q96LD8; in the data active means inhibition mostly above about 40%, no sharp cut-off; inactive means mostly below about 27%
Target sequence (Q96LD8 whole entry, looked up): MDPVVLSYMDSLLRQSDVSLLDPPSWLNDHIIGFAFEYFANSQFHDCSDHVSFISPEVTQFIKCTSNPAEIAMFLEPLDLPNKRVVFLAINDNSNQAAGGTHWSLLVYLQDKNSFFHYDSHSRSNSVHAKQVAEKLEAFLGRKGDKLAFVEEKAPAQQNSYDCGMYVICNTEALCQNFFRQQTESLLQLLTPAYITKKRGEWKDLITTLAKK
PfG6PD inh: PfG6PD enzyme inhibitors, primary screen, biochemical, fluorescence intensity, uHTS; glucose-6-phosphate dehydrogenase-6-phosphogluconolactonase (Plasmodium falciparum 3D7); PfGluPho enzyme, NADPH resazurin-diaphorase fluorescence; inhibition, % at 20 µM; 0.78% of 350,000 active; AID 504690, 2011;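 active means inhibition reaching at least a set limit at 20 µM in the primary screen, cut at about 59% in these data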;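 further: 0% = DMSO wells with substrate and 100% = DMSO wells lacking glucose-6-phosphate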
SENP6 inh: SENP6 protease inhibitors, primary screen, biochemical, luminescence, uHTS; AID 2599, 2010; 1.8% of 330,000 active; Recombinant SENP6 catalytic domain, aminoluciferin luminescence; inhibition, % at 10 µM; Sentrin-specific protease 6 (Homo sapiens), Q9GZR1;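 active means inhibition above about 50% at the single tested dose, limit read from the data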;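 further: plate controls were DMSO wells with enzyme for no effect and DMSO wells lacking enzyme for full effect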
SENP1 FRET inh: human SENP1 catalytic domain inhibitors, primary screen, biochemical, FRET, uHTS | Sentrin-specific protease 1 (Homo sapiens), Q9P0U3 | recombinant SENP1 catalytic domain, CyPet-SUMO1-YPet FRET cleavage | inhibition, % at 10 µM | 0.21% of 360,000 active;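 active means inhibition at least 30% at 10 µM, raw YFP signal under a set limit, fluorescence ratio 0.5 to 1.5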;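 further: 0% = enzyme with DMSO and 100% = no enzyme wells; some results filed as inactive read as strong as hits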
Target sequence (Q9P0U3 419-644 limits assumed): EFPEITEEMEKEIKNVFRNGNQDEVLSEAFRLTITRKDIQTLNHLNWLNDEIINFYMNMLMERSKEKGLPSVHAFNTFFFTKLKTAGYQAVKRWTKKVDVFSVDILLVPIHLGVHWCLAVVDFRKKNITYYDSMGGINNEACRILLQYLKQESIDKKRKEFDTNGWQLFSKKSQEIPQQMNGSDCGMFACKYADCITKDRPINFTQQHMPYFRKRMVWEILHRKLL
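System: Recombinant human SENP1 catalytic domain, His6-tagged | Incubation: Enzyme reaction for 50 min at room temperature, dark | Medium: Tris pH 8 with BME, BSA, NP40 and catalase | Also added: 25 nM SUMO1 FRET substrate | Compound: 10 µM single point, 0.5% DMSO | Measured by: FRET fluorescence in CFP and YFP emission channels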
SENP8 block-2: SENP8 protease inhibitors, primary screen, biochemical, luminescence; purified SENP8, Z-RLRGG-aminoluciferin cleavage; 1.2% of 330,000 active; Sentrin-specific protease 8 (Homo sapiens), Q96LD8; AID 2540, 2010; inhibition, % at 10 µM; in the data active means inhibition above about 50%
SENP7 inh: SENP7 protease inhibitors, primary screen, biochemical, luminescence, uHTS. Sentrin-specific protease 7 (Homo sapiens), Q9BQF6. recombinant SENP7, Z-RLRGG-aminoluciferin luminescence, 40 min. inhibition, % at 5 µM. 1.5% of 330,000 active;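 active means inhibition above about 50% at the single test dose, limit read from the data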;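 further: plate controls were DMSO with enzyme for no effect and no enzyme buffer wells for full effect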
Target sequence (Q9BQF6 706-1050 limits assumed): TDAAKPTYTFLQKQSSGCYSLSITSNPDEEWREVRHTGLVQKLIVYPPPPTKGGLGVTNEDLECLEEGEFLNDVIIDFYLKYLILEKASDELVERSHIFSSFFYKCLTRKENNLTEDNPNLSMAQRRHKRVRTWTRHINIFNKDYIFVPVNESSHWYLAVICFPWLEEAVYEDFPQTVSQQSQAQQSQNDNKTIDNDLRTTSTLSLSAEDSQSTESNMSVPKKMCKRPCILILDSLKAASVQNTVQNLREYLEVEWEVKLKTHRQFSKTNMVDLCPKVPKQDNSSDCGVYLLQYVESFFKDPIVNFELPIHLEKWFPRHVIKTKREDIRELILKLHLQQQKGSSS
Numbers without * were called inactive; nt = no result given. Rows were taken by chance; any-hit rate near 4%.

SMILES	beta cell repl	UBC13 polyUb	HKDC1 inh	SENP8 block-1	PfG6PD inh	SENP6 inh	SENP1 FRET inh	SENP8 block-2	SENP7 inh
CCc1ccc2nc(N(CCN(C)C)C(=O)c3ccc4ccccc4c3)sc2c1	1	18	6	14	7	4	1	-10	2
CN(Cc1ccccc1)C(=O)CCn1c(=O)c2cccn2c2cccnc21	-1	-2	-6	-25	12	-12	0	-9	8
Cc1ccc(NC(=O)CSCC(=O)O)c(C)c1	-2	-1	-5	10	-4	-6	1	-10	-10
COCCN1C(=O)c2ccccc2C(C(=O)N2CCN(c3ccccn3)CC2)C1c1ccc(F)cc1 (stereo not drawn)	nt	nt	-7	-7	-4	nt	1	nt	nt
CCn1c(SCC(=O)c2ccccc2)nc2c(c1=O)SC(C)C2 (stereo not drawn)	-3	-9	8	6	-20	-5	-1	-6	-5
CC1CCN(c2ccccc2NC(=O)c2ccc(C#N)cc2F)CC1	-3	1	-2	2	2	-3	0	-1	4
Cc1nc2ccccn2c1C(=O)N/N=C/c1cc(C)n(-c2ccc(Cl)cc2)c1C	1	-23	-14	-41	-4	-7	-3	-8	-2
O=C(NN=C1CCCCCCC1)C(=O)NC1CCCCC1	-1	-2	-5	22	6	2	-2	-3	-4
O=C1CCCN1CCC1CCN(C(=S)Nc2ccc(F)cc2)CC1	-2	7	-5	12	-14	-23	1	-3	2
CCOc1ccccc1N1CCN(C/C=C/c2ccc(N(C)C)cc2)CC1	-3	5	5	-127	5	0	-5	-7	9
Cc1c(C#N)c(NC(=O)c2ccccc2)n(Cc2ccccc2)c1C	-1	-3	-5	19	-6	-17	2	0	5
CCc1nnc(NC(=O)CSc2nnc3nc(C)cc(C)n23)s1	0	0	3	-38	-18	-16	2	-1	7
c1ccc(-c2cc3nccc(-c4ccccn4)n3n2)cc1	3	-8	9	-202	-21	8	-33	10	7
O=C(NCCc1cnc[nH]1)Nc1cccc(C(F)(F)F)c1	-1	-1	-4	9	-11	-18	1	-7	4
CCOC(=O)c1c(NC(=S)NC(=O)/C=C/c2cccs2)sc(C)c1C	-2	-6	0	25	-2	4	2	2	6
CC(C)(C)C(=O)C(C(c1ccccc1)N1CCOCC1)N1CCOCC1 (stereo not drawn)	nt	nt	2	5	-27	nt	1	nt	nt
O=C(NCC(c1ccco1)N1CCCC1)c1ccc(S(=O)(=O)Nc2ccccc2F)cc1 (stereo not drawn)	0	-3	-2	3	6	3	2	10	2
Cc1nn(C)cc1/C=N\NC(=O)c1ccc2c(c1)c(C)c(C)n2Cc1ccccc1	2	4	-2	-139	-19	-2	-1	-10	-10
CCOC(=O)C1(Cc2cccc(F)c2)CCN(C(=O)Cn2cnnn2)CC1	-1	14	-7	21	-3	3	-1	4	5
O=[n+]1cc(-c2ccc(Cl)cc2)n([O-])c2c1CCCCC2	2	12	-16	9	27	-5	-2	-5	-5

Looked up above:
Reading for O=C(NCCc1cnc[nH]1)Nc1cccc(C(F)(F)F)c1 under SENP1 FRET inh: 1
Reading for CCc1nnc(NC(=O)CSc2nnc3nc(C)cc(C)n23)s1 under SENP8 block-2: -1

Some of the entries so far, with bars between the fields.
structure | beta cell repl | UBC13 polyUb | HKDC1 inh | SENP8 block-1 | PfG6PD inh | SENP6 inh | SENP1 FRET inh | SENP8 block-2 | SENP7 inh
O=C(NCC(c1ccco1)N1CCCC1)c1ccc(S(=O)(=O)Nc2ccccc2F)cc1 (stereo not drawn) | 0 | -3 | -2 | 3 | 6 | 3 | 2 | 10 | 2
Cc1nn(C)cc1/C=N\NC(=O)c1ccc2c(c1)c(C)c(C)n2Cc1ccccc1 | 2 | 4 | -2 | -139 | -19 | -2 | -1 | -10 | -10

Profiles as entered above.
`Cc1c(C#N)c(NC(=O)c2ccccc2)n(Cc2ccccc2)c1C` across the screens: beta cell repl = -1; UBC13 polyUb = -3; HKDC1 inh = -5; SENP8 block-1 = 19; PfG6PD inh = -6; SENP6 inh = -17; SENP1 FRET inh = 2; SENP8 block-2 = 0; SENP7 inh = 5
`CCn1c(SCC(=O)c2ccccc2)nc2c(c1=O)SC(C)C2` (stereo not drawn) across the screens: beta cell repl = -3; UBC13 polyUb = -9; HKDC1 inh = 8; SENP8 block-1 = 6; PfG6PD inh = -20; SENP6 inh = -5; SENP1 FRET inh = -1; SENP8 block-2 = -6; SENP7 inh = -5
`CCOc1ccccc1N1CCN(C/C=C/c2ccc(N(C)C)cc2)CC1` across the screens: beta cell repl = -3; UBC13 polyUb = 5; HKDC1 inh = 5; SENP8 block-1 = -127; PfG6PD inh = 5; SENP6 inh = 0; SENP1 FRET inh = -5; SENP8 block-2 = -7; SENP7 inh = 9

Following part.
SMILES	beta cell repl	UBC13 polyUb	HKDC1 inh	SENP8 block-1	PfG6PD inh	SENP6 inh	SENP1 FRET inh	SENP8 block-2	SENP7 inh
Fc1ccc(N2CCN(Cc3cnc(N4CCOCC4)s3)CC2)cc1	-2	-2	-4	26	-7	6	1	5	5
O=C(Nc1ccc(S(=O)(=O)Nc2ncccn2)cc1)c1ccccc1NS(=O)(=O)c1ccc(Cl)cc1	-1	6	0	-473	-29	21	2	11	0
CCOC(=O)c1cn(-c2nc(-c3ccc(Cl)c(Cl)c3)cs2)c2c(F)c(N3CCOCC3)c(F)cc2c1=O	-5	10	3	-88	-6	-46	1	-4	-14
COc1ccccc1NC(=O)C(C)Sc1nc2ccccc2c(=O)n1CC1CCCO1 (stereo not drawn)	2	-2	-5	1	-8	-14	2	1	-6
COCCCNc1nc(SCc2ccccc2)nc2sc3c(c12)CCC3	0	-12	-1	-259	5	-1	-26	3	10
O=C(CSc1nc(-c2ccc(F)cc2)cc(C(F)(F)F)n1)Nc1ccc2c(c1)OCO2	0	-7	-7	2	-6	-17	3	2	4
COc1cc(NC(=O)COC(=O)CC2CC3CCC2C3)cc(OC)c1 (stereo not drawn)	-4	10	-4	5	10	0	0	2	-4
COc1ccc(N2CCN(S(=O)(=O)c3ccc(C(=O)NC4CCCC4)cc3)CC2)cc1	-2	4	4	20	6	-7	3	2	5
COc1cccc(OCCSc2nnc3sc4ccccc4n23)c1	-3	8	-1	24	52	3	1	1	-1
O=C(NCCCl)Nc1cccc(Br)c1	-4	-1	-5	3	-3	-9	1	1	3
N#CCO/N=C(\c1ccccc1)c1ccncc1	-2	-12	-6	15	-8	11	2	-3	-11
COCCn1c(C)cc(C(=O)CN2C(=O)NC3(CCCCCCC3)C2=O)c1C	-3	-6	15	12	11	-36	-4	1	-2
COc1cccc(N2CCN(c3ncnc4c3cnn4-c3ccc(C)cc3C)CC2)c1	-6	17	3	0	24	0	-4	-9	-3
CCOC(=O)c1sc2c(c1C)C(c1cccs1)C1=C(CCCC1=O)N2 (stereo not drawn)	-3	2	-5	-494	-13	11	-110	0	3
O=C(Cn1cnc2c(NCc3ccccc3)ncnc21)NCCCc1ccccc1	nt	nt	-6	-3	-6	nt	-1	nt	-2
Cc1ccc2nc(C)cc(N/N=C/c3cccc(O)c3)c2c1	-2	6	-4	-463	9	10	1	2	6
CCC(C)[C@H](NC(=O)OC(C)(C)C)C(=O)N/N=C/c1ccc2cc(OC)ccc2n1 (stereo partly drawn)	0	10	-12	-295	10	1	2	-3	-8
Cc1ccc(C)c(C(=O)CN2C(=O)c3ccccc3C2=O)c1	0	11	-6	15	-8	-11	1	-3	7
C/C(=N\NC(=O)CSc1nc2ccccc2o1)c1ccc(O)cc1	-4	8	14	16	24	-5	3	-6	4
CC1CCCC(C)N1CCCNC(=O)c1cc2c(=O)n(C)c3ccccc3c2n1C (stereo not drawn)	1	30	-2	-67	21	-7	-21	-3	6
CC(=O)NCC1(O)CCCC(C)C1 (stereo not drawn)	-4	5	-8	-2	-2	13	0	6	10
CCCC1(c2ccccc2)NC(=O)N(CC(=O)NCc2ccc(OC)cc2)C1=O (stereo not drawn)	-2	-4	-1	12	-12	14	1	-1	6
O=C(CCC1CCCN(C(=O)c2cccnc2)C1)NCc1ccccc1F (stereo not drawn)	-2	-1	4	6	-3	7	0	1	6
Cc1nccc(-c2ccc(-n3c(C)ccc3C)cc2)n1	1	-3	0	-397	4	-6	-20	-5	7
COC(=O)Cc1c(C)c2ccc(OC(=O)c3ccco3)cc2oc1=O	-2	12	-4	-420	-5	-5	-112	0	3
O=C(NC(=S)N1CCCCC1)c1csc([N+](=O)[O-])c1	-3	-8	-2	17	16	-6	3	-10	-4
Cc1ccc(C(=O)Nc2sc3c(c2C#N)CCCCC3)cc1C	-1	38	-2	-54	11	-25	-11	-1	-4
O=C(CCCOc1ccc(Cl)cc1Cl)Nc1ccncc1	-2	4	-1	0	-6	-3	3	-7	0
CCCCSc1nc2c([nH]1)c(=O)n(C)c(=S)n2C	nt	nt	-2	11	13	nt	3	nt	nt
O=C(NCCC1=CCCCC1)c1ccc(Br)o1	2	-13	3	32	-10	6	-1	4	7
Cc1cc(C)nc(N2CCCC(C(=O)NC3CCCC3)C2)n1 (stereo not drawn)	-2	4	3	-33	-2	-17	-1	-7	-6
COc1ccc(/C=C2\SC(N)=NC2=O)cc1Br	-2	-33	4	-20	8	-6	-7	-6	-15
CCOC(=O)c1c(C)[nH]c(NC(=O)N2CCOCC2)c1C	-3	-6	-11	10	-4	-18	2	-5	4
Cc1ccc2nc(C(Cl)(Cl)Cl)nc(N/N=C/c3ccncc3)c2c1	-1	-14	3	-8	-9	13	3	7	-12
COc1cccc([C@@H]2CC=C(C(=O)O)[C@H](c3ccccc3)N2S(=O)(=O)c2ccc(C)cc2)c1	0	-15	-2	7	-4	1	1	1	-1
CCNS(=O)(=O)c1ccc(NC(=O)Nc2cccc(OC)c2)cc1	-1	4	1	24	4	-26	1	1	16
CCN1CCN(S(=O)(=O)c2ccc(Oc3ccccc3OC)cc2)CC1	-4	-7	-4	12	-17	-39	2	-11	-9
COc1cccc(NC(=O)NCc2ccccc2Cl)c1	3	4	-2	20	9	-5	-1	-8	-6
